BoNT-F LC inh = BoNT F light chain protease inhibition. Multiplex microsphere protease cleavage assay, flow cytometry. inhibition, % at 10 µM. 360,000 tested, 0.22% active; in the data active means inhibition above about 35%, passing the limit was not always enough; inconclusive means no clear call, values can overlap the other calls; further: plate controls were buffer without enzyme for full effect and enzyme alone for no effect
CCHFV vOTU inh = CCHFV vOTU protease inhibition; Pep-AMC fluorescence; inhibition, % at 11.5 µM; 370,000 tested, 0.55% active; in the data active means inhibition above about 30%; further: 0% = vehicle wells with enzyme and 100% = no enzyme wells
BoNT A protease = BoNT A light chain protease inhibition; AID 588499; 360,000 tested, 0.17% active; multiplex microsphere protease substrate cleavage, flow cytometry; inhibition, % at 10 µM; further: plate controls were buffer without enzyme for full effect and enzyme alone for no effect
PfHsp40 yeast = compounds rescuing yeast from Plasmodium falciparum HSP40 toxicity | growth rescue, % at 12.5 µM | AID 504582 | 340,000 tested, 0.68% active | S. cerevisiae expressing PfHsp40, growth rescue, ATP luminescence; in the data active means growth rescue above about 28%, passing the limit was not always enough; inconclusive means no clear call, values can overlap the other calls;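 further: yeast W303a lacking pdr1 and pdr3 grown in galactose medium; growth measured after three days at 30 °C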
TcdB inh = inhibitors of Clostridioides difficile toxin B glycohydrolase; 350,000 tested, 0.24% active; P18177; TcdB glycohydrolase enzymatic assay, plate reader; inhibition, % at 9.99 µM; in the data active means inhibition above about 10%
FadD28 binding = M. tuberculosis FadD28 bisubstrate binding inhibition. FadD28 bisubstrate probe binding, fluorescence polarization. inhibition, % at 12.5 µM. 360,000 tested, 0.22% active; in the data active means inhibition above about 8.5%, passing the limit was not always enough; inconclusive means no clear call, values can overlap the other calls
Y pestis TopoI = blocks Yersinia pestis topoisomerase I activity; Y. pestis Topo-I cleavage product accumulation, plate reader; activity, % at 10 µM; 360,000 tested, 0.064% active; AID 504884; in the data active means activity above about 50%, passing the limit was not always enough; inconclusive means no clear call, values can overlap the other calls; further: inactives centre near 2
PrPC surface inh = inhibitors of human cell surface prion protein PrPC; inhibition, % at 13.8 µM; TR-FRET read-out; P04156; 370,000 tested, 0.43% active; in the data active means inhibition above about 24%; further: 0% = median of the test wells and 100% = reference compound wells
Anthrax LF prot = anthrax lethal factor protease inhibition | P15917 | AID 588501 | inhibition, % at 10 µM | 360,000 tested, 0.12% active | multiplex microsphere protease cleavage assay, LF; further: plate controls were buffer without enzyme for full effect and enzyme alone for no effect
Target sequence (P15917 whole entry, looked up): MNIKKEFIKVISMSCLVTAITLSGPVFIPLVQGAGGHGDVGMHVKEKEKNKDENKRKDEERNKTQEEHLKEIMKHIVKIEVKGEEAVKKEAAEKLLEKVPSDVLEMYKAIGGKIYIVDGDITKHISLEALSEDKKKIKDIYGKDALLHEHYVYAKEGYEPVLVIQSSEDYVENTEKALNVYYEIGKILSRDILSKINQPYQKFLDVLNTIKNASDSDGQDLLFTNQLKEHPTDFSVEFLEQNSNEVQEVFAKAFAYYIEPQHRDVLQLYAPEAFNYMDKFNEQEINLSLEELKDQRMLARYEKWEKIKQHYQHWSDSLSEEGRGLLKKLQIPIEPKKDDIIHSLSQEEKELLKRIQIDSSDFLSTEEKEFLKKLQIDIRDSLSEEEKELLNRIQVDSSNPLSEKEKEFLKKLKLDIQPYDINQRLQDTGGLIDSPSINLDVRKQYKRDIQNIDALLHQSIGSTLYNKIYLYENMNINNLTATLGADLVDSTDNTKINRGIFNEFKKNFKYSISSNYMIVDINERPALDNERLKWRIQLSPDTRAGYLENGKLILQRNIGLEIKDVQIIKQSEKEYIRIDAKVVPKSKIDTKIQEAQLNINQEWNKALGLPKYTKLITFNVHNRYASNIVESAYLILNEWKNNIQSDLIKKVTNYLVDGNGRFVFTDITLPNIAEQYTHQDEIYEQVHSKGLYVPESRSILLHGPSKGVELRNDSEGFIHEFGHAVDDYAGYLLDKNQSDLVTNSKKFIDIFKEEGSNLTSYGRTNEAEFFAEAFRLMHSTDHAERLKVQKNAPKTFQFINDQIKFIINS
* marks the source's active call; other numbers are inactive results; ? = inconclusive; · = no result given. Unless noted, no stated cut-off is given here; in the data, active means inhibition above about 30%; inconclusive means no clear call, values can overlap the other calls; inactive means below that. Rows were taken by chance; about 2.3% have a hit in one of these screens.

| SMILES | BoNT-F LC inh | TcdB inh | PrPC surface inh | Anthrax LF prot | CCHFV vOTU inh | FadD28 binding | BoNT A protease | Y pestis TopoI | PfHsp40 yeast |
| --- | --- | --- | --- | --- | --- | --- | --- | --- | --- |
| O=C(CN(c1ccc(F)cc1)S(=O)(=O)c1ccc2c(c1)OCCO2)NCc1ccccc1 | -17 | · | -8 | -7 | 17 | 0.0 | -0.9 | 3 | -1.0 |
| O=C(Nc1cccc(S(=O)(=O)N2CCOCC2)c1)c1ccc(N2CCOCC2)c([N+](=O)[O-])c1 | 0 | 0.2 | -18 | 1 | -5 | -1.5 | 0.5 | 6 | 1.4 |
| CCOc1ccc(OCC)c(NC(=O)CSc2nc3c(c(=O)n(C)c(=O)n3C)n2CC)c1 | -1 | · | 3 | -2 | 4 | -2.2 | 0.2 | 17 | 0.5 |
| Cc1cc(=O)oc2c(C)c(OC(C)C(=O)N3CC[C@@]4(O)CCCC[C@H]4C3)ccc12 (some centres not stated) | -11 | -5.4 | 2 | 0 | -8 | 0.5 | -0.2 | 3 | -0.3 |
| COc1cc(C(=O)NCC2CCCO2)cc(OC)c1OC (configuration not stated) | 6 | · | 3 | 1 | -5 | 0.1 | -0.3 | 10 | 0.9 |
| O=C(COC(=O)c1cc(-c2cccc(Br)c2)nc2ccccc12)NCC1CCCO1 (configuration not stated) | 2 | 0.1 | 4 | 0 | 2 | -2.5 | 0.3 | 6 | -2.4 |
| O=C(CN1CCCC1=O)N1CCOCC1 | 1 | · | 4 | 4 | -4 | -1.7 | -0.1 | -3 | 0.6 |
| COc1cc(/C=C2/SC(=Nc3ccc(O)cc3)NC2=O)cc(OC)c1O | 2 | -4.8 | -11 | 2 | 15 | -2.1 | 0.0 | 6 | -1.2 |
| N=c1oc2c3c4c(cc2cc1C(=O)Nc1ccccc1)CCCN4CCC3 | -56 | · | · | 3 | · | -1.6 | 29 | 3 | -2.6 |
| CC1(C)Cc2nc3sc4c(NCCO)ncnc4c3cc2CS1 | ? | 0.0 | 5 | 20 | -21 | -8.5 | -1.4 | 11 | -0.8 |
| COc1ccc(/C=N/NC(=O)c2cc(-c3ccccc3OC(C)C)nc3ccccc23)cc1CN1CCOCC1 | -14 | · | 1 | 0 | 1 | -2.4 | -0.2 | 20 | -0.8 |
| O=C(Nc1ccccc1)c1cccnc1Nc1ccccc1 | 2 | 0.0 | -3 | 0 | 16 | 1.6 | 0.3 | -2 | 2.1 |
| CCOc1cc(C(=O)OCC(=O)c2c(C)[nH]c3ccccc23)ccc1OCC(=O)N1CCOCC1 | -1 | · | -2 | -8 | -2 | -4.1 | ? | 12 | 0.9 |
| COc1cccc(NC(=O)c2sc3ncn(CC(=O)N4CCN(c5ccccn5)CC4)c(=O)c3c2C)c1 | 2 | 1.6 | 4 | 1 | 5 | -5.0 | 0.2 | 21 | 2.6 |
| Cc1ccc(-c2nn(CC(=O)N3CCOCC3)c(=O)c3ccccc23)cc1S(=O)(=O)N(C)C | 2 | -0.3 | 2 | 2 | 13 | 0.1 | 0.5 | 1 | -1.6 |
| CC(C)NC(=O)Nc1cccc2c1O[C@H](CN(C)C(=O)NC1CCCCC1)[C@H](C)CN([C@H](C)CO)C2=O | -1 | 1.6 | -1 | -7 | 10 | 2.1 | 0.0 | 23 | 12 |
| N#Cc1ccccc1CN1C(=O)c2ccccc2S1(=O)=O | -12 | -0.1 | -1 | -8 | 0 | -2.2 | -1.0 | -5 | -0.6 |
| COC(=O)C(NC(=O)c1ccc(F)cc1)(Nc1nc(C)cs1)C(F)(F)F (configuration not stated) | 1 | · | 1 | 0 | 6 | -3.7 | 0.3 | -2 | -0.9 |
| CC1=NN(C(=O)c2csc(C)c2C)C(O)(C(F)(F)F)C1 (configuration not stated) | -15 | 2.1 | -1 | 0 | -3 | 0.2 | -0.3 | -4 | -0.3 |
| CCOc1ccc(CNC(=O)C(CC)n2nc(C)n3c(cc4occc43)c2=O)cc1OC (configuration not stated) | 4 | · | 8 | -2 | 2 | -1.3 | 0.6 | 4 | -0.2 |
| O=C(NNc1ccccc1Cl)C(O)(c1cccc(C(F)(F)F)c1)c1cccc(C(F)(F)F)c1 | -6 | -1.1 | 17 | -2 | 12 | -4.4 | 0.0 | -17 | -0.7 |
| CC(C)OC(=O)CSc1nc(-c2ccc(F)cc2)cc(C(F)(F)F)n1 | -13 | · | -4 | -5 | 6 | 0.1 | 0.3 | 16 | -1.3 |
| C(=N\NCc1ccccc1)/c1ccc2nccnc2c1 | 1 | -1.1 | 5 | -3 | -3 | -0.5 | -0.5 | -5 | · |
| COCCCn1c(-c2ccc(OC)cc2)cc(C(=O)NC2CCCCCCC2)c1C | -3 | -0.4 | 4 | -1 | 8 | -2.3 | -0.3 | 56* | 3.6 |
| CN1CCC(NC(=S)Nc2cccc([N+](=O)[O-])c2)CC1 | -6 | 1.5 | -1 | 2 | -1 | 0.3 | -0.2 | -5 | -0.5 |
| Cc1cccc(N2C(=O)c3cccc4c(N5CCCCC5)c([N+](=O)[O-])cc(c34)C2=O)c1C | -4 | · | 10 | -1 | 9 | -3.2 | -0.5 | -1 | -0.8 |
| CCONC(=O)Nc1ccccc1 | -9 | · | -6 | 1 | -3 | -0.6 | 0.0 | 2 | 0.2 |
| O=C(Oc1cccc(/C=N/NC(=O)c2ccccn2)c1)c1ccc([N+](=O)[O-])cc1 | 5 | 0.0 | 0 | 0 | 1 | -0.2 | 1.1 | -3 | 1.0 |
| O=C(OCC(=O)N1CCOCC1)c1ccc(Cl)nc1 | 3 | 0.8 | 6 | -4 | -4 | -1.0 | 1.3 | -5 | -0.1 |
| CCC(=O)NC(c1ccc(C)cc1)c1cc(Cl)c2cccnc2c1O (configuration not stated) | -4 | · | · | 12 | · | -1.9 | 0.9 | 16 | ? |
| CN(Cc1ccccc1)CC(O)COc1ccc(CNCc2ccc(Cl)s2)cc1 (configuration not stated) | -10 | 1.0 | -18 | -3 | -3 | -1.6 | 0.4 | 16 | 0.6 |
| CCOC(=O)CSc1nnc(NC(=O)CCc2ccccc2)s1 | -2 | 2.2 | 2 | 2 | 6 | -2.2 | 1.3 | 9 | -0.1 |
| CCC(=NCCC(c1ccccc1)c1ccccc1)c1c(O)[nH]c(=O)[nH]c1=O | -1 | · | 14 | 1 | 17 | -2.3 | 0.3 | 66* | 0.9 |
| Cc1cc(C(=O)NNC(=O)C(C)(C)Oc2ccc(Cl)cc2)c(C)o1 | 17 | 0.7 | -4 | 1 | -5 | -1.1 | 2.8 | 0 | 2.9 |
| Cc1cccc(C(=O)NCC(=O)NCCCSc2ccccc2)c1 | · | 1.8 | -4 | · | 10 | -2.9 | · | 3 | -0.4 |
| O=S1(=O)N=C(N2CCN(Cc3ccc4c(c3)OCO4)CC2)c2ccccc21 | -13 | -0.4 | 4 | -2 | -7 | -0.4 | -0.9 | -5 | 0.0 |
| O=C(O)COc1ccccc1/C=N/NC(=O)c1cc(-c2ccccc2)nc2ccccc12 | 1 | 0.7 | -4 | -2 | 8 | -5.6 | 0.8 | 7 | 0.7 |
| CCCC(=Nc1ccccc1OC)C1=C(O)CC(c2ccccc2)CC1=O (configuration not stated) | 0 | 0.6 | 3 | 0 | -11 | 2.8 | 0.7 | 1 | 2.4 |
| Cc1c(-c2ccccc2)oc2c(C(=O)N3CCN(c4ccc([N+](=O)[O-])cc4)CC3)cccc2c1=O | -1 | 1.0 | -3 | -2 | -8 | -0.9 | 1.8 | 2 | -0.5 |
| CC(C)C(NC(=O)c1ccco1)C(=O)OCc1cc([N+](=O)[O-])cc2c1OCOC2 (configuration not stated) | -4 | 1.5 | -15 | -4 | 5 | -2.5 | -0.8 | -11 | 0.7 |
| CC(CC(=O)c1ccccc1)=NCCCN=C(C)CC(=O)c1ccccc1 | 6 | -6.0 | -3 | -2 | 35* | -3.9 | -0.5 | 13 | · |
| CCOc1ccccc1NC(=O)CSc1nnc(CCC(=O)Nc2ccccc2F)n1C | 2 | 1.5 | 3 | 3 | 8 | 0.2 | 1.5 | 11 | -2.2 |
| COc1ccc2nc(/C=N/NC(=O)[C@@H]3CCCN3C(=O)OC(C)(C)C)ccc2c1 | ? | -0.5 | -7 | 1 | -72 | -3.8 | 1.1 | 1 | -0.7 |
| COc1ccc(Cn2nnc3c(C)n[nH]c(=O)c32)cc1 | -23 | 1.1 | 4 | -14 | 1 | -0.4 | -1.7 | 9 | -1.4 |
| CCCCOC(=O)c1ccc(NC(=O)c2cnccn2)cc1 | 2 | · | -1 | 2 | 25 | 2.4 | -0.2 | 3 | 0.3 |
| O=C(c1cc2ccccc2s1)N1CCOCC1 | 3 | 0.4 | 1 | -11 | -2 | -0.4 | -0.3 | -9 | 0.6 |
| Oc1ccccc1/C=N/Nc1ncc(Br)cn1 | -14 | 0.0 | 0 | -1 | 3 | 0.3 | -1.9 | -1 | 0.2 |
| Cc1ccc(NS(=O)(=O)c2cc(C(=O)NCCSC3CCCCC3)ccc2C)cc1 | 1 | · | 18 | -2 | 8 | 0.7 | 1.7 | 17 | 0.8 |
| CC(=O)N1CCc2cc(S(=O)(=O)NCCC(=O)Nc3ccc4c(c3)OCCO4)ccc21 | -9 | · | · | 1 | · | -1.5 | 0.6 | -3 | -0.9 |
| COc1ccccc1CN1CCN(C(=O)c2ccco2)CC1 | ? | -0.2 | 1 | -4 | 5 | ? | -0.9 | 6 | -1.8 |
| CCC1=NN2C(=N)/C(=C/c3c(C)nn(-c4ccccc4)c3Cl)C(=O)N=C2S1 | -1 | -1.4 | -7 | 0 | -6 | -0.9 | 0.3 | 5 | -0.4 |
| CCc1ccccc1NC(=O)C(C)n1nc([N+](=O)[O-])c(Br)c1C (configuration not stated) | -9 | 0.9 | -4 | 0 | -20 | -3.2 | -0.4 | 4 | 1.0 |
| C[C@H](NC(=O)c1nc[nH]c1C(=O)N[C@@H](Cc1ccccc1)C(=O)OC(C)(C)C)c1ccccc1 | -2 | 0.7 | 11 | -3 | 18 | -4.1 | 0.5 | 13 | 0.9 |
| CN(CC(=O)NCc1ccccn1)S(=O)(=O)c1cc(Cl)ccc1Cl | 3 | 2.2 | 3 | 4 | -8 | 1.0 | 1.5 | 2 | 0.1 |
| Cc1cccn2c(=O)c3cc(C#N)c(=NC(=O)c4cccnc4)n(CC4CCCO4)c3nc12 (configuration not stated) | -1 | · | -11 | -11 | -169 | -3.2 | 0.9 | -1 | -0.5 |
| Cc1sc2nc(NCCO)[nH]c(=O)c2c1C | -1 | 0.2 | 8 | 1 | 0 | -2.0 | -0.2 | 1 | -1.3 |
| CCOc1ccccc1C1CC(c2ccc(Cl)cc2)Nc2nc(N)nn21 (configuration not stated) | 4 | 0.6 | -8 | -2 | -4 | 0.7 | 0.1 | 11 | 0.6 |
| Cc1cc(C)n2nc(C(=O)NC3CCCc4ccccc43)nc2n1 (configuration not stated) | 3 | -0.1 | 5 | -2 | -5 | 0.4 | 0.0 | 7 | -1.4 |
| N#CC(=C(O)COC(=O)CCC1CCCCC1)c1nc2ccccc2[nH]1 | 0 | 2.0 | 8 | -3 | -1 | -1.1 | 0.4 | 1 | 0.7 |
| CCOC(=O)N1CCN(C(=O)COc2ccc(S(=O)(=O)NCC(C)C)cc2C)CC1 | -3 | · | 5 | -1 | -1 | -3.9 | -1.5 | 10 | -0.6 |

Sorted by molar mass (smallest number first): 4 of the compounds above
| SMILES | BoNT-F LC inh | TcdB inh | PrPC surface inh | Anthrax LF prot | CCHFV vOTU inh | FadD28 binding | BoNT A protease | Y pestis TopoI | PfHsp40 yeast |
| --- | --- | --- | --- | --- | --- | --- | --- | --- | --- |
| Cc1cc(C)n2nc(C(=O)NC3CCCc4ccccc43)nc2n1 (configuration not stated) | 3 | -0.1 | 5 | -2 | -5 | 0.4 | 0.0 | 7 | -1.4 |
| CN(CC(=O)NCc1ccccn1)S(=O)(=O)c1cc(Cl)ccc1Cl | 3 | 2.2 | 3 | 4 | -8 | 1.0 | 1.5 | 2 | 0.1 |
| Cc1cccn2c(=O)c3cc(C#N)c(=NC(=O)c4cccnc4)n(CC4CCCO4)c3nc12 (configuration not stated) | -1 | · | -11 | -11 | -169 | -3.2 | 0.9 | -1 | -0.5 |
| CCOC(=O)N1CCN(C(=O)COc2ccc(S(=O)(=O)NCC(C)C)cc2C)CC1 | -3 | · | 5 | -1 | -1 | -3.9 | -1.5 | 10 | -0.6 |

Source: PubChem BioAssay
